# Bioassay records: PubChem BioAssay, Broad Institute
# DENV2 CPE rescue: protects cells from dengue virus 2 cytopathic effect. DENV2-infected cells, cytopathic effect rescue, plate reader. 350,000 tested, 1.7% active. CPE inhibition, % at 9.99 µM. AID 651640; in the data active = CPE inhibition above about 20%, passing the limit was not always enough; inconclusive = no clear call, values can overlap the other calls; tested in BHK-21 cells;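 also: 0% = median of neutral control wells and 100% = median of positive control wells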
# S100A4 MyoIIA: inhibitors of human S100A4 binding to myosin IIA peptide; inhibition, % at 10.7 µM; AID 652163; S100A4/TAMRA-MyoIIA peptide fluorescence polarization; P26447; 360,000 tested, 0.14% active;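 active = mean inhibition of at least 70% across replicates, with every replicate also reaching that level; inconclusive = mean inhibition reaches 70% but some replicates fall short; inactive = mean inhibition below 70%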
# Target sequence (P26447 whole entry, looked up): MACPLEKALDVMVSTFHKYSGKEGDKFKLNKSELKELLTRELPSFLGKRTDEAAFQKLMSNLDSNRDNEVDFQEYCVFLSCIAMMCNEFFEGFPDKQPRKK
#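 Material: S100A4 monomer protein / Buffer or medium: 50 mM HEPES pH 7.2, 10 mM CaCl2, 100 mM KCl / Times: 5 min incubation before reading / Benchmarks: neutral control DMSO, positive control TFP / Reagent: labelled myosin peptide probe, 5 nM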
# PglD DTNB: PglD (C. jejuni) enzyme inhibition. 360,000 tested, 0.098% active. purified PglD enzyme, DTNB colorimetric CoA detection. inhibition, % at 12.5 µM. AID 602405; in the data active = inhibition above about 16%, passing the limit was not always enough; inconclusive = no clear call, values can overlap the other calls; also: strong numbers were not always called active
# SIRT5 block: blocks human SIRT5 desuccinylation of peptide | Q9NXA8 | Purified SirT5, succinyl-peptide AMC, trypsin-coupled fluorescence | inhibition, % at 15 µM | 330,000 tested, 1.1% active | AID 652115; in the data active = inhibition above about 15%; inconclusive = no clear call, values can overlap the other calls
# Target sequence (Q9NXA8 whole entry, looked up): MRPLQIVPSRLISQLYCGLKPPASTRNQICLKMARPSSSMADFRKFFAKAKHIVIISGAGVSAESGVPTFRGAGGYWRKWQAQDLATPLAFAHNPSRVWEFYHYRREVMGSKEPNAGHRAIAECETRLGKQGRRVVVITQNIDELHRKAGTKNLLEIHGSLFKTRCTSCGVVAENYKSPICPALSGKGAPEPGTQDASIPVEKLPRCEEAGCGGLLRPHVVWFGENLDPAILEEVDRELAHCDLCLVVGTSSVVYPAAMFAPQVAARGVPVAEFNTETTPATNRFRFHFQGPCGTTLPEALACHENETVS
# ERp5 block: blocks human ERp5 reductase activity on insulin; Q15084; ERp5 insulin aggregation, absorbance 650 nm, 90 min; inhibition, % at 9.99 µM; 350,000 tested, 0.05% active; AID 651711;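 active = mean replicate inhibition above about 25%, with every replicate also reaching it, limit read from the data, passing the limit was not always enough; inconclusive = only one of those two criteria met; inactive = neither criterion met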
# Target sequence (Q15084 whole entry, looked up): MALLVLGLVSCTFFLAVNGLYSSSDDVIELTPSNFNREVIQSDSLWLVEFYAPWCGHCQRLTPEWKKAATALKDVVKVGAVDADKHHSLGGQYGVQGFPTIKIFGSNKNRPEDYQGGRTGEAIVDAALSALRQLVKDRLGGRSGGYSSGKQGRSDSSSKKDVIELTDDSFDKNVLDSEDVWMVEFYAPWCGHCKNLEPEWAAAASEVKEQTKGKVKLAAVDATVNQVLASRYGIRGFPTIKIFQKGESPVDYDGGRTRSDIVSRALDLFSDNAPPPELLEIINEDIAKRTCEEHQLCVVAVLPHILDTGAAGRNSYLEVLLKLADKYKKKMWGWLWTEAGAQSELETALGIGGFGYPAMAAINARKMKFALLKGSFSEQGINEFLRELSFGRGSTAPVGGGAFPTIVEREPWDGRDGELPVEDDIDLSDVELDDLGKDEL
# Statin myotox sup: protects C2C12 myotubes from simvastatin toxicity | ATP luminescence, 48 h; scaled: DMSO 0, geranylgeraniol control 100 | 330,000 tested, 0.78% active | AID 602340 | rescue of ATP level, % at 7.49 µM;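 active = mean ATP rescue above about 67%, or every replicate alone reaching that limit, limit read from the data, passing the limit was not always enough; inconclusive = no clear call, values can overlap the other calls; inactive = mean under the limit and some replicate under it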;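 also: myotubes were challenged with 10 µM simvastatin during compound exposure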
# E-selectin induc: E-selectin induction on HUVECs; P16581; AID 686992; 260,000 tested, 0.37% active; activation, % at 7.58 µM; HUVEC E-selectin immunofluorescence imaging; normalized: neutral wells 0, TNF-alpha wells 100;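 active = mean E-selectin-positive cell signal at least 10% of the positive control, reached in at least 60% of replicates, without over 20% cell loss; inconclusive = no rule given, readout overlaps actives, possibly toxicity-flagged; inactive = the rest, including those meeting only one limit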;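 also: in these data hits start at about 27%; measured in HUVEC primary endothelial cells; signal is the percent of cells scored E-selectin positive by PE staining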
#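 material = human umbilical vein endothelial cells (HUVEC), E-selectin induction | quantity = 3,000 cells/well | medium = EGM-2 growth medium on 0.1% gelatin-coated wells | technique = immunofluorescence imaging | read-out basis = % PE-positive cells | control set = TNF-alpha positive control, DMSO neutral control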
# * marks the source's active call; other numbers are inactive results; u = inconclusive; x = not tested or not shown; & = joins results of further samples. These rows are one share of the data (hit frequency here may not be typical).
SMILES,DENV2 CPE rescue,S100A4 MyoIIA,PglD DTNB,SIRT5 block,ERp5 block,Statin myotox sup,E-selectin induc
Cc1cc(=O)[nH]c2c1c(C)nn2C1CCCCC1,-1,0,1,5,3,-11,x
CCCCN(C1CCS(=O)(=O)C1)S(=O)(=O)c1cc(C)ccc1C (centres undefined),8,0,-4,-1,-4,-2,x
C[C@@H]1CN([C@@H](C)CO)C(=O)c2cc(C#CC(C)(C)O)cnc2O[C@H]1CN(C)C(=O)c1ccccc1F,-7,8,-5,0,4,-3,1.2
COc1cccc(NC(=O)N(C)C[C@H]2OCc3ccccc3-c3c(n(C)c4ccccc34)C(=O)N([C@H](C)CO)C[C@H]2C)c1,4&9,3&5,x,2&0,7&-3,x,-1.6
CC1CCN(C(=O)Cn2nnc(-c3ccc([N+](=O)[O-])cc3)n2)CC1,1,-2,3,-5,14,-5,x
C[C@@H]1CN([C@H](C)CO)C(=O)c2cc(C#Cc3ccc(F)cc3)cnc2O[C@H]1CN(C)C(=O)Nc1ccc(F)cc1,-2,29,1,-3,-4,16,0.8
C[C@@H]1CCCCO[C@@H](CN(C)C(=O)Cc2ccccc2)[C@@H](C)CN([C@@H](C)CO)C(=O)c2cc(NS(=O)(=O)c3cccs3)ccc2O1,-16,-4,-2,-1,-2,x,-0.3
NC1=NC[C@H](CC2CCCCC2)N1CCc1cc(C(F)(F)F)cc(C(F)(F)F)c1,x,-7,-4,x,5,-32,-0.1
CN(C)C(=O)c1ccc(-c2ccc3c(c2)[C@@H]2[C@@H](CCN2C(=O)C2CC2)[C@@H](CO)N3C)cc1,2,-29,2,-5,0,-15,-0.1
C/C=C/c1ccc([C@H]2[C@@H](CNC(=O)CC)N(C(=O)CC)[C@H]2CO)cc1,5,2,2,0,1,-14,0.1
Cc1ccc(-n2c(-c3ccco3)n[nH]c2=S)cc1,-1,2,x,-3,3,x,-0.6
CCCCNc1c(-c2cccc(SC(C)CC)c2)nc2ccc(Cl)cn12 (centres undefined),0&0,0&10,-2,x,-3&0,-20,1.2&0.0
CC(C)NC(=O)N(C)C[C@H]1OCCCC[C@@H](C)Oc2ccc(NS(C)(=O)=O)cc2C(=O)N([C@H](C)CO)C[C@@H]1C,3,3,3,2,-5,x,-0.2
COc1ccc(OCC(=O)Nc2cccc(-c3nc4ccccc4[nH]3)c2)cc1,x,-4,16,1,7,-67,x
Oc1cccc(-c2nc3c4c(ncn3n2)-c2ccccc2CC42CCCC2)c1,-6,2,-8,-2,-3,-25,x
CC1CN(/C=C/C(=O)C(F)(F)F)CC(C)O1 (centres undefined),-4,-1,6,-2,-6,1,x
Cc1ccc(S(=O)(=O)N2CCN(C(=O)COC(=O)c3cccc(Cl)c3)CC2)c(C)c1,-1,5,-2,4,1,11,x
O=C(Nc1ccc(Cl)cc1Cl)c1cccc(N2C(=O)C=CC2=O)c1,-1,-9,2,-1,2,x,x
CCC(C(=O)OCC(=O)Nc1cc(Cl)cc(Cl)c1)c1ccccc1 (centres undefined),1,2,-1,x,3,x,x
Cc1cccc(CN2CCC(C(=O)Nc3ccc(Oc4cccnc4)cc3)CC2)c1,-6,1,-4,-2,-10,0,1.2
CCOC(=O)C1CCN(C(=O)c2ccccc2NS(=O)(=O)c2ccc(F)c(F)c2)CC1,x,x,1,x,x,14,9.7
CCC(C)(C)NC(=O)c1cc(S(=O)(=O)N2CCCCC2)ccc1N1CCOCC1,x,-10,7,-3,5,2,0.9
NC(=O)CC(NC(=O)c1ccccc1)c1ccc(NCc2ccccn2)c([N+](=O)[O-])c1 (centres undefined),-13,-2,6,x,2,x,0.0
c1ccc(C[C@H]2CNCCN2CC2(c3ccccc3)CC2)cc1,12,3,5,0,2,-14,-0.1
CN(O)/C=N/C(=S)Nc1ccc(Cl)cc1Cl,2,-3,-2,-3,2,-52,1.4
SMILES,DENV2 CPE rescue,S100A4 MyoIIA,PglD DTNB,SIRT5 block,ERp5 block,Statin myotox sup,E-selectin induc
O=C(Nc1c2c(nn1-c1ccccc1)CS(=O)C2)c1ccc(S(=O)(=O)N2CCOCC2)cc1 (centres undefined),-8,3,x,-6,7,x,x
COc1cccc(C2c3[nH]c4ccccc4c3C[C@H]3C(=O)N(C)CC(=O)N23)c1 (some centres undefined),-1,-5,4,-2,-1,10,-0.1
CC(C)CCN1CCC(n2nccc2NC(=O)C2CCOC2)CC1 (centres undefined),1,-2,-1,0,0,24,x
Cc1noc(C)c1NC(=O)Nc1ccc2c(c1)C(=O)N(C)[C@H]1CC[C@@H](CC(=O)NCc3ccc(Cl)cc3)O[C@@H]1CO2,u,3,1,13,-3,7,0.1
O=C1CCCN1CCC1CCCCN1Cc1nc(COc2ccccc2)no1 (centres undefined),-2,-2,-4,-2,2,-1,0.3
O=C(COC(=O)c1ccc(O)cc1)NCC1COc2ccccc2O1 (centres undefined),-8,-1,2,0,0,-12,x
COc1ccc(-c2nc3n(c(=O)c2C#N)CCS3)cc1OC,-2,-3,x,1,-4,x,x
Cc1c(CC(=O)N2CCN(C(=O)C3COc4ccccc4O3)CC2)c(=O)oc2cc(O)c(Cl)cc12 (centres undefined),7,-1,-1,-71,3,9,x
Cc1noc(C)c1S(=O)(=O)Nc1ccc2c(c1)C(=O)N([C@H](C)CO)C[C@@H](C)[C@@H](CN(C)C(=O)Nc1ccc3c(c1)OCO3)O2,-5,-19,-7,1,0,-17,x
COc1cccc(N2CCN(C(=O)C3CCN(S(=O)(=O)c4ccc5c(c4)CC(C)N5C(C)=O)CC3)CC2)c1 (centres undefined),-2,-1,3,0,4,15,x
COc1ccc(NC(=O)CSc2n[nH]c(N)n2)c([N+](=O)[O-])c1,-5,-6,-2,-1,1,10,x
COc1ccc(C(=O)O)cc1S(=O)(=O)Nc1ccc(Oc2ccccc2)cc1,6,-1,1,-2,-12,3,1.9
CCN(C(=O)CCS(=O)(=O)c1cc2c(cc1Cl)NC(=O)CO2)c1ccccc1,2,-1,3,x,1,-2,-0.2
COc1ccccc1NCCC(=O)OCC(=O)NC1CCCC(C)C1C (centres undefined),-2,-1,x,-1,-7,x,x
COc1ccc(-c2nc(C#N)c(NCc3ccco3)o2)cc1,3,0,-4,-6,3,-1,0.0
CC(C)CC#Cc1ccc2c(c1)O[C@@H](CN(C)Cc1cccnc1)[C@H](C)CN([C@H](C)CO)S2(=O)=O,-3,-11,1,9,4,-45,0.7
N#CC(c1nc2ccccc2nc1OCCO)S(=O)(=O)c1ccccc1 (centres undefined),7,6,5,-4,u,-3,9.8
O=C1/C(=C/c2ccco2)SC(=S)N1C1CCS(=O)(=O)C1 (centres undefined),x,-7,x,5,3,x,-0.1
COc1cccc(NC(=O)CN(C)CC(=O)NCC(=O)Nc2ccc(F)cc2)c1,-6,1,-5,-5,5,-5,-0.9
CCCNC(=O)c1cccc(C(F)(F)F)c1,-5,-2,x,-1,-7,x,x
CC(=O)Nc1ccc(C(=O)OCC(=O)Nc2ccc(S(=O)(=O)N3CCOCC3)cc2)cc1,-1,-3,3,-5,-4,-4,-0.1
CC(=O)N1CCN(C(=O)CCc2nnc(CCCCc3ccccc3)o2)CC1,-6,-1,0,1,-2,8,x
CC(C)[C@H]1COCCS(=O)(=O)N1Cc1ccccc1-c1ccccc1,2,0,3,-1,0,7,-0.8
CC(NS(=O)(=O)c1ccccc1)c1n[nH]c(=S)n1-c1ccccc1 (centres undefined),-5,1,x,-1,2,17,x
C[C@@H]1CN([C@@H](C)CO)C(=O)c2cc(C3=CCCC3)cnc2O[C@@H]1CN(C)C(=O)C1CCC1,-10,1,2,1,5,13,-0.4

# Entries of single compounds from above:
# Profile of `Cc1noc(C)c1S(=O)(=O)Nc1ccc2c(c1)C(=O)N([C@H](C)CO)C[C@@H](C)[C@@H](CN(C)C(=O)Nc1ccc3c(c1)OCO3)O2` = DENV2 CPE rescue = -5; S100A4 MyoIIA = -19; PglD DTNB = -7; SIRT5 block = 1; ERp5 block = 0; Statin myotox sup = -17; E-selectin induc = x
# Profile of `CC(C)CCN1CCC(n2nccc2NC(=O)C2CCOC2)CC1` (centres undefined) = DENV2 CPE rescue = 1; S100A4 MyoIIA = -2; PglD DTNB = -1; SIRT5 block = 0; ERp5 block = 0; Statin myotox sup = 24; E-selectin induc = x

# More entries follow.
SMILES,DENV2 CPE rescue,S100A4 MyoIIA,PglD DTNB,SIRT5 block,ERp5 block,Statin myotox sup,E-selectin induc
CN(C=O)c1cc([N+](=O)[O-])ccc1OCc1ccccc1,0,-9,2,-1,4,7,0.4
C[C@@H]1CN([C@@H](C)CO)C(=O)c2cc(NS(=O)(=O)c3cccs3)ccc2O[C@@H]1CN(C)Cc1ccc2c(c1)OCO2,12,10,-6,0,-2,u,-0.1
CC(=O)N1CCN(c2ccc([N+](=O)[O-])c(NCc3cccnc3)c2)CC1,19,-2,0,-5,6,6,0.0
C[C@H]1CN([C@@H](C)CO)S(=O)(=O)c2ccc(C#Cc3ccccc3F)cc2O[C@@H]1CN(C)C(=O)Cc1ccccc1,-3,-1,0,1,2,-23,-0.3
Cc1ccc(S(=O)c2ccc(C)cc2)cc1,x,x,-4,x,x,1,0.9
CC1(C)Cc2c(sc3nc(SCC(=O)O)nc(N)c23)CO1,2,-7,-6,-2,1,-6,x
COc1cccc(C(=O)Nc2ccc3c(c2)C(=O)N(C)[C@H]2CC[C@H](CC(=O)NCc4ccc(F)cc4)O[C@H]2CO3)c1,x,x,-2,x,x,10,0.4
O=C(Nc1nc2ccccc2s1)c1ccc(N2CCCCC2)c([N+](=O)[O-])c1,1,1,x,x,12,x,x
Cc1ccc(CNC(=O)C2CCN(c3nc(C)cc(C)n3)CC2)cc1,1,0,-1,-3,14,x,x
N#Cc1ccc(C(=O)N2CCC3CC2c2cc(-c4ccc(F)cc4)ccc23)cc1 (centres undefined),-5,2,3,-4,2,8,6.3
CN(C(=O)c1ccc(NC(=O)Cc2cccc(NC(=O)C3CCN(C(=O)C4CCC4)CC3)c2)cc1)C1CC1,-2,0,2,-2,-2,-6,-0.2
CCOc1cc(N2CCOCC2)c(OCC)cc1NC(=O)c1ccc(S(C)(=O)=O)cc1,0,-2,5,-3,3,-2,-0.1
CC(C)N1C(=O)CCC1C(=O)NCc1ccc(F)cc1Cl (centres undefined),10,-2,5,2,2,4,x
COC(=O)Cc1ccc(O)c(N)c1,-4,-6,7,-4,5,2,-3.0
CSCCC(NC(=O)c1ccccc1Br)C(=O)NCCCn1nc(C)cc1C (centres undefined),-1,-3,x,-1,1,x,-0.3
C=CCn1c(SCC(=O)N(C)C2CCS(=O)(=O)C2)nnc1-c1ccccc1 (centres undefined),u,-1,x,-2,-1,x,0.0
CCn1c(C)nnc1SCC(=O)Nc1ccccc1Cl,-5,-3,-8,0,0,4,0.2
Cc1ccc(Cc2c(-c3ccccc3)nc3c(Cl)cc(C(F)(F)F)cn23)cc1,-1,1,-1,-3,2,30,13
CCC(=O)N(C)C[C@@H]1Oc2cc(-c3ccc(F)cc3)ccc2S(=O)(=O)N([C@@H](C)CO)C[C@@H]1C,-3,4,0,0,-3,-6,-0.1
O=C(NCc1ccccc1)C12CN(Cc3ccccc3)CC1C(c1cccc([N+](=O)[O-])c1)=NO2 (centres undefined),3,-1,0,-5,7,25,0.0
Cc1nn(-c2ccccc2)c(=O)c2ccccc12,0,-2,x,-5,-3,x,x
C[C@H]1CN([C@@H](C)CO)C(=O)c2cc(N(C)C)ccc2O[C@H]1CN(C)S(=O)(=O)c1cn(C)cn1,10,1,-2,-1,6,9,415*
Nc1ncnc(N2CCOCC2)c1N,1,-2,-3,-3,3,x,x
O=C(Nc1ccccc1)Nc1ccc2c(c1)[C@H]1C[C@H](CC(=O)N3CCOCC3)O[C@@H](CO)[C@H]1O2,6,x,11,x,x,-4,0.1
